High-throughput results as filed in PubChem BioAssay.
HT1080 IDH1KD tx – toxicity to HT-1080 IDH1 knockdown cells (counter line); Potency, µM (doses to about 46.1 µM), without a hit: at the highest dose activity, negative = toxicity, most hits filed as cytotoxic; 360,000 compounds, 2% hits; HT-1080 IDH1 knockdown viability, ATP luminescence, 48 h;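 note: potency is the fitted concentration of half-maximal effect; 0% = DMSO wells and -100% = cell-free medium wells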
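After a 2 h attachment period, IDH1KD HT-1080 cells took pin-transferred compound for 48 h at 37 °C; ATP-based luminescence after 10 min room-temperature reagent incubation reported viability.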
ATXN2 expr inh – reduces ATXN2 reporter expression in HEK-293 cells; HEK-293 ATXN2-luciferase reporter, luminescence, 24 h; Potency, µM (series often up to 57 µM), for inactives: at the highest dose activity change, negative = inhibition, actives largely listed as inhibitors; 360,000 compounds, 0.72% hits; AID 1745845; note: potency is the fitted concentration of half-maximal effect; % is set by controls: 0 for no effect and ±100 for the full control effect; nearly all actives have a fitted effect of over 55% in size
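ATXN2-luciferase reporter cells (luciferase flanked by upstream and downstream ATXN2 gene portions) were treated 24 h at 37 °C with compounds at up to 57 uM. SteadyGlo luminescence gave expression; GF-AFC fluorescence gave viability.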
HT1080-NT tox – kills 2HG-producing HT-1080-NT fibrosarcoma cells. HT-1080-NT fibrosarcoma viability, CellTiter-Glo ATP luminescence, 48 h. Potency, µM (titrated, usually from 46.1 µM), without a hit: at the highest dose activity, negative = less viability, usual class: cytotoxic. 360,000 compounds, 1.6% hits. AID 686970;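 note: NT is the 2HG producing partner of a matched IDH1 knockdown line; potency is the fitted concentration of half-maximal effect; 0% = DMSO-treated cells and -100% = media-only wells without cells; nearly all actives have a fitted effect of over 55% in size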
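HT-1080-NT; 750 cells/well; 5% FBS RPMI; 48 h compound, 37 degrees C; CellTiter-Glo luminescence; curve fitting and curve-class assignment.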
WRN helicase inh – inhibitors of human WRN helicase | 360,000 compounds, 0.46% hits | Potency, µM (series often up to 114 µM), for inactives: at the top dose activity change, negative = inhibition, hits mostly inhibitors | WRN helicase unwinding, fluorescent forked duplex, kinetic | Q14191; note: potency is the fitted concentration of half-maximal effect; % is set by controls: 0 for no effect and ±100 for the full control effect; nearly all actives have a fitted effect of over 55% in size
Target sequence (Q14191 whole entry, looked up): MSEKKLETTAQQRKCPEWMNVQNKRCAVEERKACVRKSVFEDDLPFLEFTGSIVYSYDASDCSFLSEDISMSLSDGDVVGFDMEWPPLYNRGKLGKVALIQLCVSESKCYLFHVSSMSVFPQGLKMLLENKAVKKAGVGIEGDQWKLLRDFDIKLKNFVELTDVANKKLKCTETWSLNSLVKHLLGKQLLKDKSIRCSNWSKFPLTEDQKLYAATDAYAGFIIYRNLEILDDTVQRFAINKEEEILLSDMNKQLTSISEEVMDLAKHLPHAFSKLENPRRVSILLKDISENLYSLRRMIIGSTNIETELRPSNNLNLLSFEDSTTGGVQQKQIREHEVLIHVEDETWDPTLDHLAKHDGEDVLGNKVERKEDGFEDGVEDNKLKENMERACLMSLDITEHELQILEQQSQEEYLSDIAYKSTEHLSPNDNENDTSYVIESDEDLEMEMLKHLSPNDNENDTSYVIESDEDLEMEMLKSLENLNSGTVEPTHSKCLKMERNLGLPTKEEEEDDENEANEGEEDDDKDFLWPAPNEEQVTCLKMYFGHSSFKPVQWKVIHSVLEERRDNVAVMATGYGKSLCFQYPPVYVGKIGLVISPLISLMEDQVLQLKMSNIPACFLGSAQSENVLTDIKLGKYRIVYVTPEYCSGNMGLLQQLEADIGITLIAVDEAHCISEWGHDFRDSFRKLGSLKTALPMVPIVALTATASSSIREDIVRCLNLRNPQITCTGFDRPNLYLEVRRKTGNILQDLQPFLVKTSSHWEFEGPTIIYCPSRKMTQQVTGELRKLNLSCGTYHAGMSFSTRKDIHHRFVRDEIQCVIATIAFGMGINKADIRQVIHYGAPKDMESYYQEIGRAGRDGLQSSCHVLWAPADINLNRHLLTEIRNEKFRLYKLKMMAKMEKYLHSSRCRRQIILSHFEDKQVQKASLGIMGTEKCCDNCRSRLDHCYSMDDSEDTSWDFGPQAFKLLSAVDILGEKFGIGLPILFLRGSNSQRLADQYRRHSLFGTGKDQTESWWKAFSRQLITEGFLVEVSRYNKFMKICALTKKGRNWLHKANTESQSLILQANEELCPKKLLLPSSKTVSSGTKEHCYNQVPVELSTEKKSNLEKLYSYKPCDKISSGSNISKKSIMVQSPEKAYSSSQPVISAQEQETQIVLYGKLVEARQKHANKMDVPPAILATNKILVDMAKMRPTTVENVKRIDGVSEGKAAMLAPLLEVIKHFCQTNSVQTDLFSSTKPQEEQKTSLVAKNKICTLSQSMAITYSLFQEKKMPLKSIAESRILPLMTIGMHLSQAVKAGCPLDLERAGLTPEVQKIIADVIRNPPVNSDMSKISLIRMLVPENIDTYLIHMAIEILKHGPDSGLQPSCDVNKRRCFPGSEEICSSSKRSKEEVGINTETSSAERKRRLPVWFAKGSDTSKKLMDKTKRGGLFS
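Screening of the MLSMR collection measured strand separation of a quenched forked DNA duplex (100 nM) by 20 nM WRN with 2 mM ATP, all final. Compounds were preincubated with enzyme 15 min at room temperature.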
KB-3-1 tox – KB-3-1 parental cell cytotoxicity | AID 1347075 | 400,000 compounds, 1.4% hits | KB-3-1 viability, CellTiter-Glo ATP luminescence, 72 h | Potency, µM (highest dose often 46.1 µM), for the others: top-dose activity change, negative = cytotoxic, hits mostly cytotoxic; note: potency is the fitted concentration of half-maximal effect; % is set by controls: 0 for no effect and ±100 for the full control effect; nearly all actives have a fitted effect of over 60% in size
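Viability of parental KB-3-1 cells, measured by CellTiter-Glo luminescence, followed a 72 h incubation at 37 °C with pinned compounds in phenol-red-free DMEM containing 10% FBS.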
MCF10A rerep – inducers of DNA re-replication in MCF 10A breast cells. 350,000 compounds, 2.9% hits. MCF 10A DNA re-replication, Hoechst nuclear intensity, 48 h. Potency, µM (doses to about 46.1 µM), without a hit: at the highest dose activity, positive = re-replication, usual class: activators. AID 624296; note: potency is the fitted concentration of half-maximal effect; % of control where 0% means no effect; nearly all actives have a fitted effect of over 50% in size
SW480 rereplic – inducers of DNA re-replication in SW480 colon cancer cells | Potency, µM (top dose mostly 46.1 µM), without a hit: at the top dose re-replication activation, hits mostly activators | 340,000 compounds, 1.8% hits | SW480 DNA re-replication, Hoechst DNA content imaging, 48 h; note: potency is the fitted concentration of half-maximal effect; % of control where 0% means no effect; nearly all actives have a fitted effect of over 55% in size
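Quantitative HTS format with DMSO vehicle controls; 48 hr drug incubation at 37 C, then 40 min Hoechst staining and scanning imager measurement at 405 nm excitation.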
KB-V1 MDR tox – kills drug-selected multidrug resistant KB-V1 cells; AID 1347076; Potency, µM (titrated, usually from 46.1 µM), for inactives: at the top dose activity change, negative = cytotoxicity, actives largely listed as cytotoxic; 400,000 compounds, 3.4% hits; KB-V1 MDR cells viability, CellTiter-Glo, 72 h; note: potency is the fitted concentration of half-maximal effect; % is set by controls: 0 for no effect and ±100 for the full control effect; nearly all actives have a fitted effect of over 60% in size
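Potencies derive from concentration-effect curves fitted to normalized luminescence (CellTiter-Glo) of KB-V1 cells treated for 72 h at 37 degrees C in phenol-red-free DMEM containing 10% FBS.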
IL-1B inflam inh – blocks inflammasome-driven IL-1 beta release; 360,000 compounds, 4.7% hits; activity change, % at 57.5 µM; THP-1 LPS/ATP IL-1B secretion, AlphaLISA, 16 h; hits give low values; AID 743279; in the data active = activity change below about -50%; inconclusive = mostly about -30% to -49%; note: % is set by controls: 0 for no effect and ±100 for the full control effect
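THP-1 cells pretreated 1 hr with compounds (up to 57.5 uM final), then stimulated with LPS (250 ng/mL final) plus ATP (1.25 mM final); secreted IL-1B measured by AlphaLISA after 16 hr, decreased signal indicating inhibition.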
An asterisk follows results filed as active; ? = inconclusive; . = not tested or not shown; [ ] = remark or other dose. Unless noted, calls come from the whole dose curve; as a rule, active = well fitted curve in the direction sought with a large enough effect; inconclusive = small, poorly fitted or top-dose-only effect, or another doubt; inactive = no such curve, though single readings can be large; an effect the other way counts as inactive or inconclusive.

SMILES	HT1080 IDH1KD tx	ATXN2 expr inh	HT1080-NT tox	WRN helicase inh	KB-3-1 tox	MCF10A rerep	SW480 rereplic	KB-V1 MDR tox	IL-1B inflam inh
O=C1CN(C(=O)c2ccccc2[N+](=O)[O-])C(c2ccccc2)c2cc(Br)ccc2N1 (stereo not given)	-9%	.	-13%	3%	2%	9%	-3%	1%	25
Nc1c(NCc2ccccc2)c(=O)[nH]c(=O)n1Cc1ccccc1	-1%	3%	-5%	-3%	-4%	3%	-6%	-3%	-15
Cc1ccccc1Cn1nc(C)c(NC(=O)c2noc3c2CCc2ccccc2-3)c1C	-5%	?	13%	-7%	0%	11%	-14%	?	-6
O=S(=O)(c1ccccc1)N1CCN(Cc2nnc(-c3ccccc3)o2)CC1	9%	.	4%	-2%	25%	.	.	?	-2
CC(=O)c1ccc(OCc2cc(C(=O)N(C)Cc3ccccn3)no2)cc1	5%	49%[activator]	-1%	-31%	10%	5%	-3%	7%	0
Cc1ccc(N(CCC#N)C(=O)COC(=O)C2CCN(S(=O)(=O)c3ccc(C)c(C)c3)CC2)cc1	16%	3%	11%	2%	-4%	0%	?	0%	27
COCc1cc(C)nc(SCC[N+](C)(C)CC(=O)c2ccccc2)c1C#N	2%	-14%	9%	1%	-2%	-1%	0%	15%	0
O=C(NCc1ccccc1)C1(c2ccccc2)CCN(S(=O)(=O)c2ccccc2)CC1	-19%	2%	1%[9.24 µM]	-10%	-11%	1%	3%	?	0
COc1ccc(C(=O)Cn2nnc(-c3ccccc3NC(=O)C3CC3)n2)cc1	-4%	-23%	-1%	-4%	-10%	-13%	?	-10%	-1
Cc1ccc(S(=O)(=O)NCCC(=O)NCc2ccccc2)cc1	-23%	2%	1%[9.24 µM]	-2%	0%	3%	2%	5%	-2
CC1CCCCN1CCCNC(=O)C1CCN(c2nnc(-n3cccc3)s2)CC1 (stereo not given)	-2%	3%	1%	-4%	-3%	8%	0%	14%	?
CC1CCCC(NS(=O)(=O)c2cc(Br)cnc2N)C1C (stereo not given)	?	-29%	?	-5%	11%	?	0%	-12%	46
Fc1ccc(CCNC(=S)Nc2ccc(F)c(Cl)c2)cc1	?	?	?	-8%	?	?	-1%	?	-83*
O=C(Nc1cccnc1)c1ccccc1O	13%	8%	3%	-1%	-4%	-184%[0.0737 µM]	5%	12%	-4
CCN(CC)CCCN=C(C)C1=C(O)c2ccccc2C1=O	2%	-16%	-4%	-3%	9%	-1%	-7%	7%	-5
Clc1ccc2nc(-c3ccc(Br)s3)cn2c1	-1%	-27%	?	-6%	-7%	11%	8%	18µM*	11
O=C(CSc1nc2ccccc2c(=O)[nH]1)N1CCN(S(=O)(=O)c2ccccc2)CC1	-16%	-1%	-8%[9.24 µM]	-2%	4%	0%	-4%	0%	13
CC(=O)C1=C(O)C(=O)N(CCCO)C1c1ccccc1 (stereo not given)	0%	-9%	11%	-11%	0%	-6%	0%	4%	11
CN(C)S(=O)(=O)c1ccc(C(=O)NCCOc2ccc(F)cc2)cc1	-21%	66%[activator]	-1%[9.24 µM]	1%	0%	-3%	0%	-27%	2
O=C(N=Nc1c(O)[nH]c2ccccc12)c1cc(NS(=O)(=O)c2cccs2)cc(NS(=O)(=O)c2cccs2)c1	-1%	5%	-6%	-30%	-3%	2%	3%	9%	0
CN(CC(=O)N1CCN(c2ccccn2)CC1)S(=O)(=O)c1ccc(Br)cc1	6%	-2%	1%	4%	0%	0%	-1%	-23%	-4
O=S(=O)(Nc1ccc(-c2nnc(SCc3ccc(Cl)cc3)o2)cc1)c1ccccc1	-1%	-23%	0%	-11%	-19%	21µM*	7%	-4%	-79*
Cc1cccc(C)c1-n1nnnc1-c1nc2ccccc2[nH]c1=O	?	8%	-16%	-6%	-2%	.	.	0%	23
CC(C)(C)C(=O)Oc1cc(N)n(S(=O)(=O)c2ccccc2)n1	-6%	.	6%	6%	-4%	10%	3%	-2%	-16
CCN(CC(=O)NCc1cccs1)C(=O)CCC(=O)c1ccc(F)cc1	-2%	6%	-11%	-1%	10%	-1%	-4%	?	-1
CC(C)(C)OC(=O)N[C@H](C(=O)OC(C)(C)C)c1ccc2ccccc2c1	5%	6%	-1%	-32%	14%	3%	-2%	-2%	6
CCN1C(=O)/C(=C2\SC(=S)N(NC(=O)c3ccccc3O)C2=O)c2ccccc21	-2%	0%	9%	?	5%	-2%	-50%[inhibitor]	0%	-1
CC(C(=O)N(C)C)N1c2cccc3cccc(c23)S1(=O)=O (stereo not given)	3%	-22%	1%	-3%	23%	3%	-46%[inhibitor]	-13%	20
N/C(=N\OC(=O)N1c2ccccc2Sc2ccccc21)c1ccccc1	-13%	-20%	-8%	-11%	0%	?	-9%	-8%	-11
Cc1ccc(S(=O)(=O)N2CCCCC2)cc1NC(=O)COC(=O)C1=COCCO1	7%	-23%	11%	1%	0%	-11%	-7%	0%	27

Limited to HT1080-NT tox, for two of the compounds above:
| molecule | HT1080-NT tox |
| --- | --- |
| N/C(=N\OC(=O)N1c2ccccc2Sc2ccccc21)c1ccccc1 | -8% |
| Cc1ccc(S(=O)(=O)N2CCCCC2)cc1NC(=O)COC(=O)C1=COCCO1 | 11% |

New compounds follow
SMILES	HT1080 IDH1KD tx	ATXN2 expr inh	HT1080-NT tox	WRN helicase inh	KB-3-1 tox	MCF10A rerep	SW480 rereplic	KB-V1 MDR tox	IL-1B inflam inh
Cc1cccc(NC(=O)C(C)N2C(=O)C3C4CC(C(Br)C4Br)C3C2=O)c1 (stereo not given)	-6%	2%	-1%	-21%	-2%	1%	-3%	-7%	0
O=C(CN1C(=O)C2CC=C(Cl)CC2C1=O)N1CCOCC1 (stereo not given)	22%	-16%	10%	-8%	0%	?	-10%	-20%	13
O=C1CC(Nc2ccccc2)C(=O)N1CCc1ccccc1 (stereo not given)	16%	13%	23%	-3%	1%	1%	0%	-7%	-2
Nc1ncnc2c1ncn2C1O[C@H](CO)[C@@H](O)[C@@H]1O (stereo not given in full)	0%	-8%	-2%	-6%	0%	-23%	-30%	3%	16
Cc1cc(C)cc(NC(=O)N2c3ccccc3NC(=O)CC2C)c1 (stereo not given)	12%	0%	9%	4%	14%	?	0%	-8%	.
O=C(Cc1cccc2ccccc12)Nc1cc(C(=O)O)cc(C(=O)O)c1	8%	.	9%	3%	6%	-3%	9%	10%	7
O=C1NC(=Nc2ccc(O)cc2)S/C1=C/c1ccco1	?	0%	?	-10%	?	4.6µM*	2.9µM*	8.2µM*	19
O=C(CSc1ncnc2sc3c(c12)CCCC3)c1ccccc1	-5%	42%[activator]	-4%	3%	?	18%	0%	-26%	-16
Cc1cc(C)n2nc(C(=O)NCc3ccccc3)cc2n1	6%	2%	8%	-3%	11%	1%	2%	5%	-8
CC(C)(C)N1C(=O)c2ccccc2NC(=O)C1C(=O)NCCOc1ccccc1 (stereo not given)	29%	.	9%	-4%	3%	.	.	-10%	18
CC1(C)C(=O)Nc2ccccc2N1C(=O)COC(=O)COc1cccc(C(F)(F)F)c1	6%	6%	-1%	-14%	14%	0%	-1%	?	4
CC(=O)c1sc(-c2ccc(F)cc2F)nc1C	11%	-16%	11%	1%	4%	-2%	-25%	13%	-11
COC(=O)C1=C(C)NC(C)=C(C(=O)OC)C1c1ccccc1OCc1c(C)no[n+]1[O-]	2%	-1%	-1%	-13%	2%	?	13%	?	2
Nc1c(C(=O)O)cnc2nc(N3CCOCC3)nn12	6%	.	-6%	-2%	1%	-2%	-2%	2%	-2
COc1cc(CC(=O)O)ccc1O	?	0%	3%	3%	-15%	7%	-4%	13%	-12
O=C(CCc1nnc(C2CCCCC2)o1)N1CCN(c2ccccc2F)CC1	2%	22%	-3%	-3%	0%	10%	-6%	?	0
O=C(NCCOc1ccc(F)cc1)C1CCC(=O)N(CC2CCCCC2)C1 (stereo not given)	-2%	.	0%	3%	-1%	-4%	2%	6%	-8
CC(=O)N(C)c1ccc(NC(=O)c2ccccc2C(=O)O)cc1	2%	3%	5%	13%	-1%	3%	-20%	1%	3
CCOC(=O)[C@@H]1[C@H]2COc3cc(OC)ccc3[C@H]2N2C(=O)N(c3cccc(C)c3)C(=O)[C@]12C	1%	6%	0%	-7%	11%	10%	10%	-8%	-14
Cc1cccc(C(=O)Oc2ccc(/C=N/NC(=O)c3ccccc3O)cc2)c1	-1%	21%	-14%	-12%	18%	-45%[inhibitor]	162%	?	-26
Cn1ccc2c(-c3ccc(C(=O)O)cc3)cc3c(c21)C1CCC3C1 (stereo not given)	1%	84%[activator]	2%	-8%	0%	.	.	3%	33
CCOc1ccc2c(c1)c(C(C)=O)c(C)n2-c1ccccc1	0%	-3%	-7%	-2%	-4%	?	-1%	-23%	-9
CN(C)/C(=C\C(=O)c1ccccc1)C(=O)c1ccccc1	23%	2%	16%	7%	8%	0%	1%	-23%	-5
CC(OC(=O)c1cc(Cl)ccc1[N+](=O)[O-])C(=O)NC(C)c1ccc(F)cc1 (stereo not given)	1%	-5%	2%	3%	7%	7%	2%	0%	-4
CSc1cc(-c2ccccc2)n(Cc2ccc(Cl)cc2Cl)c(=O)c1C#N	?	-19%	24%	2%	-6%	?	5%	26%	29
CN(C)CCCN1C(=O)CSC1c1ccccc1 (stereo not given)	8%	1%	0%	0%	3%	-3%	-11%	-3%	3
CCc1ccccc1NC(=O)Nc1cccs1	0%	.	13%	10%	6%	6%	-6%	?	-3
Cc1cccc(Cc2c(C)nc3c(C(=O)N4CCN(Cc5ccc6c(c5)OCO6)CC4)cnn3c2C)c1	-23%	-21%	?	-5%	6%	?	14%	8%	-27

This is a random part of the collection (roughly 12% active in at least one column).
